Lipid storage S3 = qHTS Assay for Lipid Storage Modulators in Drosophila S3 Cells; lipid storage change, negative = inhibition, % at the top dose, mostly 46.1 µM; hits show Potency in µM; Drosophila S3 cells, BODIPY lipid droplet fluorescence, 18-24 h; cells fed with added oleic acid; actives 0.64% (n = 320,000); active means well fitted inhibition curve with a large enough effect in the signal ratio, with a control signal flat, not every such curve was filed as active; inconclusive means small, poorly fitted or top-dose-only effect, or effect the other way, or a change in a side signal; the % refers to the signal ratio
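Drosophila S3 cells got compounds at several concentrations plus oleic acid (400 uM solution). Laser-scanning cytometry with 488 nm excitation read lipid droplets at 500-530 nm and cells at 575-640 nm. Percent activity was relative to 20 uM Triacsin C.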
Lipid storage S3 cell count max = second read-out of Lipid storage S3, no call of its own (marks repeat the call); cell number change, %; measured here: cell count max response;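 cells counted by Cell Tracker Red CMTPX staining in the red channel; peak over a dose series mostly up to 46.1 µM; percent activity relative to internal control wells on each plate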
* = called active by the depositor; i = inactive; ? = inconclusive; / = no result given; [ ] = remark or other dose. On the % scale 0 is the no-effect control and ±100 the full control effect; potency means the concentration at half of the fitted maximal effect.

mol	Lipid storage S3	Lipid storage S3 cell count max
Cc1ccnc(NC(=O)Cc2c(F)cccc2Cl)c1	-20%	-3
CC/C(C)=N/Nc1nc2sc3c(c2c(=O)[nH]1)CC(C)(C)OC3	?	/
CC1CN(S(=O)(=O)c2ccc(C(=O)NN3CCN(C)CC3)cc2)CC(C)O1 (centres undefined)	?	/
C=CCN(C(=O)c1csnn1)C(C(=O)NC1CCCC1)c1c(F)cccc1Cl (centres undefined)	9.2µM*	0.4*
COc1cc(/C=N/n2c(-c3n[nH]c4c3CCC4)n[nH]c2=S)ccc1O	?	/
CC(C)CCNC(=O)c1onc(CSc2ccc(F)cc2)c1C(=O)NCCC(C)C	?	/
CS(=O)(=O)N(CC(=O)N1CCN(Cc2ccccc2)CC1)C1CCCCC1	?	/
CN(C)C(=O)c1ccc2c3c(cccc13)CC2	-6%	1
CC1=NOC(=O)/C1=C/c1ccc(O)cc1	?	/
O=C(C1CC1)N1N=C(c2ccc(Cl)cc2)CC1(O)C(F)(F)F (centres undefined)	?	/
NC(=O)c1ccsc1NC(=O)CSc1nncs1	?	/
COc1ccccc1CNC(=O)CSc1ccc(-c2ccncc2)nn1	6%	/
Cc1ccc(-c2cc(C(=O)OCC(=O)N(C)C3CCS(=O)(=O)C3)c3ccccc3n2)o1 (centres undefined)	i	/
CCCc1sc(N/N=C/c2ccccn2)nc1-c1ccc(Br)cc1	-13%	-13
COc1ccc(C(=O)NCC(=O)N2CCN(C(=O)c3ccco3)CC2)cc1OC	?	/
CN1C(=O)N(CC(=O)N2CCN(S(=O)(=O)Cc3ccccc3)CC2)C(=O)C12CCCCC2	?	/
Nc1cc(-c2cccc([N+](=O)[O-])c2)[nH]n1	2%	10
COc1ccc(C(=O)/C=C/c2cn(CN3CCN(C)CC3)c3ccccc23)cc1	?	/
CCn1cc(C(=O)NCCC(=O)NCCO)c(=O)c2cc3c(cc21)OCO3	11%	8
CCO[C@@H]1OC(C(=O)NCc2ccccc2)=C[C@H](c2ccc3c(c2)OCO3)[C@H]1CCCO	11%	15
CCOc1ccc(NC(=O)CN(C)CC(=O)Nc2ccccc2SC)cc1OCC	-8%	-1
O=C(CNC(=S)NC(=O)c1ccccc1Br)c1ccccc1	4%	1
O=C(Cc1nn[nH]n1)NCCC1=CCCCC1	?	/
CCCc1nc2c(nnn2Cc2ccccc2Cl)c(=O)[nH]1	?	/
CCSc1nnc([C@@H](NC(=O)OC(C)(C)C)C(C)C)o1	-10%	9
CN(C)C1=NC[C@H](Cc2ccccc2)N1CC1CCCC1	?	/
O=C(NC1CC2CCC(C1)N2Cc1ccco1)c1ccccc1 (centres undefined)	?	/
CCOC(=O)N1CCN(c2ncnc3nc[nH]c23)CC1	-8%	/
COc1ccc(CCNC(=O)CC(C)(C)CC2=NS(=O)(=O)c3ccccc3N2)cc1OC	?	/
CC(c1ccccc1)n1c(-c2ccccc2F)n[nH]c1=S (centres undefined)	-11%	-3

(continued)
mol	Lipid storage S3	Lipid storage S3 cell count max
Cc1cc(C)nc(-n2nc(C)cc2NC(=O)CNC2CCCCC2)n1	?	/
CCc1nnc(NC(=O)CSc2nc3c([nH]c4ccccc43)c(=O)n2CCOC)s1	-14%	4
CC(=O)Nc1cc2c(cc1[N+](=O)[O-])OCCO2	?	/
O=C(Cn1nnc2ccccc21)C1CC1	9%	7
COc1cc(NC(=O)c2cccnc2SC)cc(OC)c1OC	-9%	21
S=C(NCCCn1ccnc1)Nc1ccc(Cl)cc1Cl	?	/
C[N+](C)(C)CCCN(Cc1ccc2c(c1)OCO2)C(=O)NC1CCCCC1	-5%	13
CCCn1cc(CN2CCC(N3CCC(C(=O)N4CCOCC4)CC3)CC2)c(C)n1	0%	3
Cc1nn(S(=O)(=O)c2cccs2)c(C)c1Sc1ccc([N+](=O)[O-])cc1	?	/
CNC(=O)c1ccc(-n2cccn2)nc1	?	/
CCOC(=O)/C=C(C)\C=C\c1c[nH]c2ccccc12	-2%	-4
CCN(CC)S(=O)(=O)c1ccc(N2CCOCC2)c(NC(=O)COc2ccc(OC)cc2)c1	?	/
COc1ccc(CCNC(=O)CN(c2ccccc2OC)S(=O)(=O)c2ccc(C)cc2)cc1	i	/
COc1ccc2c(CC(=O)NC(Cc3ccc(Cl)cc3)C(=O)O)cc(=O)oc2c1C (centres undefined)	?	/
COc1cc(OC)c(-c2nc3c[n+](CC(=O)c4ccccc4)ccc3n2C)cc1OC	?	/
COc1ccc(Cc2nnc(SCC(=O)N(c3ccccc3)C(C)C)n(N)c2=O)cc1	?	/
O=C1C=C(/C=C/C2C=CC=CC2)C[C@@H](c2ccc(Cl)cc2)C1 (some centres undefined)	?	/
Cc1nc2oc3ccccc3c(=O)c2c(=O)n1Cc1ccccc1	?	/
CCOC(CNC(=O)c1ccc2c(c1)nc(C)n2-c1cccc(F)c1)OCC	?	/
Cc1ccc(-n2c(SCC(=O)N3CCCCC3)nc(O)cc2=O)cc1	?	/
CCc1ccc(NS(=O)(=O)c2ccc3oc(=O)ccc3c2)cc1	?	/
COc1ccccc1N1CCN(C2=Nc3cccc4cccc2c34)CC1	?	/
CCOC(=O)c1c(Cc2ccc(Cl)cc2)c[nH]c1C	?	/
O=C(O)c1cnn2c(C(F)(F)F)cc(-c3ccco3)nc12	6%	-12
CN(C1CCCCC1)S(=O)(=O)c1ccc2c(c1)c(=O)c(C(=O)NCCCN1CCCC1)cn2C	?	/
O=C(O)/C(=C\c1ccccc1OC(F)F)Sc1nnc(-c2ccc(F)cc2)o1	?	/
Cc1cc(NC(=O)Cn2c(=O)c3c(ncn3CCC(C)C)n(Cc3ccccc3)c2=O)no1	?	-25
COc1ccc(NC(=O)COC(=O)C2CC3C=CC2C3)cc1 (centres undefined)	?	/
CCN(CC(=O)N1CCCC1)S(=O)(=O)c1ccc(OC)cc1	-15%	2
OC(c1cccs1)c1nccc2ccccc12 (centres undefined)	i	20

6 entries drawn at random from the list so far, as already listed:
mol	Lipid storage S3	Lipid storage S3 cell count max
COc1ccc(Cc2nnc(SCC(=O)N(c3ccccc3)C(C)C)n(N)c2=O)cc1	?	/
CCN(CC)S(=O)(=O)c1ccc(N2CCOCC2)c(NC(=O)COc2ccc(OC)cc2)c1	?	/
CCOC(=O)/C=C(C)\C=C\c1c[nH]c2ccccc12	-2%	-4
CCOC(CNC(=O)c1ccc2c(c1)nc(C)n2-c1cccc(F)c1)OCC	?	/
O=C(O)/C(=C\c1ccccc1OC(F)F)Sc1nnc(-c2ccc(F)cc2)o1	?	/
CCOC(=O)c1c(Cc2ccc(Cl)cc2)c[nH]c1C	?	/

Going on with the list:
mol	Lipid storage S3	Lipid storage S3 cell count max
O=[N+]([O-])c1ccc(F)cc1OCc1cccc(S(=O)(=O)N2CCOCC2)c1	?	/
Cc1ccc2cc3c(N)c(C(=O)N4CC(=O)Nc5ccccc54)sc3nc2c1	?	/
C#CCOCCOCCOCCNc1nc(N2CCN(C(=O)[C@H]([C@@H](C)CC)n3cc([C@@H](N)Cc4ccc(O)cc4)nn3)CC2)nc(N2CCN(C(=O)[C@H]([C@@H](C)CC)n3cc([C@@H](N)Cc4ccc(O)cc4)nn3)CC2)n1	1%	5
COc1cccc(CNc2ccc(S(N)(=O)=O)cc2)c1OCc1ccccc1F	?	/
CC(C)(C)c1nc(N2CCN(C(=O)c3ccco3)CC2)c2nnn(Cc3ccccc3)c2n1	?	/
C/C(=N/NC(=O)c1cc(C(C)C)[nH]n1)c1cccs1	i	-1
CCOC(=O)CCCNC(=O)c1cncc(O)c1	?	/
NC(=O)c1ccc(NC(=O)CNC(c2ccccc2)c2ccccc2)cc1	?	/
CSc1nc2ccccc2n1CC(=O)Nc1ccc(C)c(C)c1	5%	16
CN1CCN(C2CCCCC2NS(=O)(=O)c2ccccc2)CC1 (centres undefined)	?	/
COc1ccc(C(C(=O)NC(C)C)N(C(=O)CCC(=O)Nc2nccs2)c2ccccc2F)cc1 (centres undefined)	26%	-9
Cc1nc2nc(CSc3nnc(C)s3)cc(=O)n2[nH]1	?	/
COc1ccc(NC(=O)C/C(C)=N/NC(=O)COc2ccc(OC)cc2)cc1	?	/
O=C(N=C1SC2CS(=O)(=O)CC2N1Cc1ccccc1)C1CCCCC1 (centres undefined)	i	-12
CC(C)CC(=O)Nc1cccc(-c2nc3ccccc3[nH]2)c1	?	/
O=C(NNC(=S)Nc1ccc(Br)cc1)c1cccnc1	?	/
COCc1[nH]nc2c1C(c1sccc1C)C(C#N)=C(N)O2 (centres undefined)	?	/
Cc1ccc(-c2cccc(NC(=O)C3C4C=CC(C4)C3C(=O)O)c2)o1 (centres undefined)	3%	4
O=C1NC(=O)/C(=C/c2cc3c(cc2Br)OCO3)S1	?	/
Cc1ccc2nc(SCC(=O)c3c[nH]c4ccccc34)[nH]c2c1	?	/
Cn1cnnc1Sc1ccc(C(=O)OCC(=O)Nc2ccccc2)cc1[N+](=O)[O-]	4%	/
Cc1cc(C)cc(C(=O)OCC(=O)Nc2ncccn2)c1	0%	-4
Cc1ccc(S(=O)(=O)N2CC=C(C(=O)NCc3ccccc3)CC2)cc1	3%	5
O=C(CSc1nc2ccccc2c(=O)n1-c1ccc(F)c(Cl)c1)Nc1cccc(S(=O)(=O)N2CCOCC2)c1	?	/
Cc1ccccc1N/N=C/c1ccc(N2CCOCC2)cc1	-13%	-1
COc1ccccc1CN(CC(=O)NCC1CCCO1)C(=O)CNS(=O)(=O)c1ccc(C)cc1 (centres undefined)	i	-12
CSc1nc(O)c(N=Nc2ccc(F)cc2F)c(=O)[nH]1	0%	8
CCOC(=O)c1[nH]c2ccc(OC)cc2c1NC(=O)CN1CCc2ccccc2C1	-13%	/
CCC(=O)NCCc1c[nH]c2ccccc12	?	/
COc1ccc(C2/C=C\CN(C(=O)C3CCCC3)[C@H](Cc3ccccc3)C(=O)N2Cc2ccc(F)cc2)cc1 (some centres undefined)	?	/

The final two compounds of the section above open the next one.
mol	Lipid storage S3	Lipid storage S3 cell count max
CCC(=O)NCCc1c[nH]c2ccccc12	?	/
COc1ccc(C2/C=C\CN(C(=O)C3CCCC3)[C@H](Cc3ccccc3)C(=O)N2Cc2ccc(F)cc2)cc1 (some centres undefined)	?	/
CCOc1ccccc1N1CCN(C(=S)NCc2ccc(Cl)cc2)CC1	?	/
CCCCC(c1nnnn1CCOC)N1CCN(c2cccc(OC)c2)CC1 (centres undefined)	26%	20
CCOC(=O)c1nnc(-c2ccccc2)[nH]c1=O	?	/
Cc1cc(CNCc2c(C(=O)N3CCCCCCC3)nc3ccc(Cl)cn23)nn1C	6%	13
c1cnc2c(c1)ncc1cscc12	16%	-1
O=C(Cc1cccc2ccccc12)Nc1c(F)cccc1F	4%	17
COCCNS(=O)(=O)c1ccc2c(c1)C(=O)c1cc(S(=O)(=O)NCCOC)ccc1-2	i	/
CCc1ccccc1N1C(=O)C2CC=CCC2C1=O (centres undefined)	?	/
CC(=O)c1c(C)n(-c2ccccc2)c2ccc(O)cc12	i	7
C/C(N)=C(/C#N)C(=O)COC(=O)CNS(=O)(=O)c1ccc(C)cc1	?	/
CC(C)(C)c1ccc(OC(=O)Nc2ccc(O)c(C(=O)O)c2)cc1	?	/
Cn1cccc1Cc1nnc(SCC(=O)NC2CCCC2)n1CCc1ccccc1	14%[9.22 µM]	/
CCSc1nnc(NC(=O)CSc2nnc(C)c(=O)n2N)s1	2%	15
CCN(CC(=O)NC1CCS(=O)(=O)C1)c1nc(-c2ccccc2)nc2ccccc12 (centres undefined)	26%	-6
CCCC12CN3CCN(CC(C3)/C1=N\NC(=O)c1ccc(F)cc1)C2	?	/
C/C(=N\n1c(C)nc2ccccc2c1=O)c1ccc(C)o1	2%	15
COC(=O)c1cccc(NC(=S)Nc2cccc(Cl)c2Cl)c1	5%	-2
Cc1ccc(S(=O)(=O)N2[C@@H](c3ccccc3)C(C(=O)O)=CC[C@H]2c2cccc(Cl)c2)cc1	?	/
O=C(c1ccc(N2CN(C(=O)c3ccco3)c3nc4ccccc4nc32)cc1)N1CCOCC1	19%	1
COc1ccc(OCC(=O)NCCNC(=O)c2ccncc2)cc1	?	/
COC(=O)c1ccccc1NC(=O)COC(=O)c1ccccc1N=Nc1ccc(N(C)C)cc1	?	/
CC(SCc1ccccc1)C(=O)NN=C1CCN(C)CC1 (centres undefined)	?	/
COCCNC(=O)c1c(CSc2ccccc2)noc1C(=O)NCc1ccccc1	?	/
O=C(NC12CC3CC(CC(C3)C1)C2)c1ccc(-c2cccc(Cl)c2)o1	-21%	-13
CN(Cc1ccco1)c1ncnc2ccc(-c3ccc4c(c3)OCCO4)cc12	25%	/
S=C(NCCc1ccccc1)N/N=C/c1ccc(Cl)cc1	?	/

From PubChem

These rows are one share of the data; rates above refer to the full screens.
